From PubChem BioAssay
sEH act = soluble epoxide hydrolase activators, primary screen, biochemical, human sEH | 0.04% of 91,000 active | purified human sEH enzymatic activity, activator screen | activation, % at 2 µM | Bifunctional epoxide hydrolase 2 (Homo sapiens), P34913 | AID 717, 2007; in the data active = activation above about 37%; note: values of inactives mirror those of a sister screen read the other way
S1P2 antag = human S1P2 receptor antagonists, primary screen, cell-based; Sphingosine 1-phosphate receptor 2 (Homo sapiens), O95136; cell-based S1P2 antagonist assay, inhibition at 5 uM; inhibition, % at 5 µM; 0.21% of 97,000 active; AID 736, 2007; in the data active = inhibition above about 45%;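 note: CRE beta-lactamase reporter cells expressing human S1P2 stimulated with S1P; 0% = agonist at EC80 alone and 100% = agonist plus reference antagonist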
sEH inh = soluble epoxide hydrolase inhibitors, primary screen, biochemical, human sEH; recombinant human sEH enzymatic activity assay; 0.34% of 91,000 active; inhibition, % at 2 µM; Bifunctional epoxide hydrolase 2 (Homo sapiens), P34913; in the data active = inhibition above about 80%; note: values of inactives mirror those of a sister screen read the other way; many of its hits are not listed in these tables
S1P2 ag = S1P2 receptor agonists, primary screen, cell-based | S1P2-expressing cell line, agonist reporter read-out | activation, % at 4.5 µM | 0.46% of 97,000 active | AID 729, 2007; in the data active = activation above about 16%;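 note: 0% = vehicle low control and 100% = maximal reference agonist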
Ecoli WT expand = growth inhibitors of wild-type E. coli, primary screen, strain BW25113, expanded library, OD600 | growth inhibition, % at 100 µM | OD600 absorbance | 0.15% of 98,000 active;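 active = growth inhibition above about 50% at one test dose, limit read from the data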;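 note: growth measured after 20 h incubation at 37 °C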
PostGolgi yeast = phenotypic screen on post-Golgi transport, primary screen; 0.9% of 98,000 active; post-Golgi transport phenotypic cell assay; inhibition, % at 10 µM;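 note: yeast cells grown in 1536-well plates; yeast grown about 18 h at 30C before absorbance read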
Mac1 fbg inh = inhibitors of CD11b/CD18 adhesion to fibrinogen, primary screen, K562 cells, luminescence | ATPlite luminescence; Mn2+ added to activate the integrin | inhibition, % at 10 µM | AID 1497, 2009 | Integrin beta-2 (Homo sapiens) + Integrin alpha-M (Homo sapiens), P05107+P11215 | 0.54% of 93,000 active;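 active = primary inhibition of 50% or more at 10 µM, then 40% or more on retest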; note: some results filed as inactive read as strong as hits
Target sequence (P05107 whole entry, looked up, other chains not shown): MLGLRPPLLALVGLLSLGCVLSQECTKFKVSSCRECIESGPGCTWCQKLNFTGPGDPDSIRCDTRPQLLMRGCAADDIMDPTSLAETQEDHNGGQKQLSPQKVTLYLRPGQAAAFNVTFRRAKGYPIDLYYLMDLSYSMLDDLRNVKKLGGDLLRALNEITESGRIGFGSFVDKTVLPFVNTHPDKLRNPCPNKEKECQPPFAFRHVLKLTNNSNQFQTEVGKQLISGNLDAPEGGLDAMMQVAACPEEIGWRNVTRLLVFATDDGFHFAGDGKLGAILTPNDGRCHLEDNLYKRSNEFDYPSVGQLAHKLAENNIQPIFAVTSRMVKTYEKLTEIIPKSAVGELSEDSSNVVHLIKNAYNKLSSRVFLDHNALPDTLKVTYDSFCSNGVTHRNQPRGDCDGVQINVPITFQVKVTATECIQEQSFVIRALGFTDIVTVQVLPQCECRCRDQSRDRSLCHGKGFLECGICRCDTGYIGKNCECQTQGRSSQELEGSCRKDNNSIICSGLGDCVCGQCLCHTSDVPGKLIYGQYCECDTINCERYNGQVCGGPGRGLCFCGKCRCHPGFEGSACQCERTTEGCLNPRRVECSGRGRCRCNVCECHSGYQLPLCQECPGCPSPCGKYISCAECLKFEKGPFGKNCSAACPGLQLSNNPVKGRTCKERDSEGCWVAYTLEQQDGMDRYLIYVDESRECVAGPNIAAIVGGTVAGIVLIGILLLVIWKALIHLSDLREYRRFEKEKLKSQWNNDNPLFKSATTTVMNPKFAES
PLAP activator = PLAP enzyme activators, biochemical, luminescence, HTS | purified PLAP enzyme, luminescent substrate read-out; active compounds read high | Alkaline phosphatase, placental type (Homo sapiens), P05187 | 1.2% of 96,000 active | activation fold at 20 µM | AID 696, 2007; in the data active = activation fold above about 2
PostGolgi ctrl = growth inhibition of yeast control strain, primary screen, counter-screen for post-Golgi transport modulator project; efflux-deficient yeast background strain, growth absorbance A615, 16 h; inhibition, % at 10 µM; 5% of 98,000 active
An asterisk follows results filed as active; nt = no result given. Cut-off read from the data, not from the text of the source, unless noted: active = inhibition above about 30%; inactive = the rest.

SMILES	sEH act	S1P2 antag	sEH inh	S1P2 ag	Ecoli WT expand	PostGolgi yeast	Mac1 fbg inh	PLAP activator	PostGolgi ctrl
CCN(CC)CCCNC(=O)C1c2ccccc2C(=O)N1Cc1ccc(C)cc1 (stereo not drawn)	-9	6	8	-2	4	11	-15	1.3	2
Cc1ccc(NC(=O)C2CCN(S(=O)(=O)c3cccc4cccnc34)CC2)nc1	11	22	-9	-3	1	3	-19	1.6	32*
COc1ccc(/C=N/Nc2ncnc3scc(-c4ccccc4)c23)cc1OC	-3	-10	3	0	-8	1	34	1.5	18
COc1ccc2c(c1)N1CCN=C1N2C	nt	25	nt	-4	9	-34	-1	1	1
O=C(Nc1cccc2ccccc12)N1CCOCC1	8	-7	-7	-3	4	-1	-22	0.8	18
CC(=O)Nc1ccc(S(=O)(=O)NC2(C(F)(F)F)C(=O)Nc3c2c(=O)n(C)c(=O)n3C)cc1 (stereo not drawn)	1	3	1	-2	7	3	-13	0.9	12
Cc1cc(C(=O)CSc2nc3ccccc3[nH]2)c(C)n1CC1CCCO1 (stereo not drawn)	nt	66*	nt	-5	-8	-8	nt	1.4	2
CCCN1C(=O)C2(/C(=C(\O)c3ccc4c(c3)OCCO4)C(=O)C(=O)N2CCCOC)c2ccccc21 (stereo not drawn)	6	3	-7	0	-4	-2	nt	1.4	7
FC(F)(F)c1cccc(Sc2nc(-c3ccccc3)nnc2C(F)(F)F)c1	1	-4	2	-3	2	8	23	0.9	12
O=C(Nc1ccc(Cl)cc1)c1cnc(-c2ccccc2)nc1-c1ccccc1	-2	2	3	1	-6	-2	1	0.9	-10
Cc1ccc(-c2cc(C(=O)N/N=C/C=C/c3ccco3)c3ccccc3n2)cc1C	-9	2	12	-1	-19	-9	6	0.9	19
O=C(Nc1ccccc1)Nc1cccc(Cl)c1	-60	-29	60	-4	29	-6	14	0.9	24

Of the compounds above, these have nitrogen in an aromatic ring:
SMILES	sEH act	S1P2 antag	sEH inh	S1P2 ag	Ecoli WT expand	PostGolgi yeast	Mac1 fbg inh	PLAP activator	PostGolgi ctrl
Cc1ccc(NC(=O)C2CCN(S(=O)(=O)c3cccc4cccnc34)CC2)nc1	11	22	-9	-3	1	3	-19	1.6	32*
COc1ccc(/C=N/Nc2ncnc3scc(-c4ccccc4)c23)cc1OC	-3	-10	3	0	-8	1	34	1.5	18
CC(=O)Nc1ccc(S(=O)(=O)NC2(C(F)(F)F)C(=O)Nc3c2c(=O)n(C)c(=O)n3C)cc1 (stereo not drawn)	1	3	1	-2	7	3	-13	0.9	12
Cc1cc(C(=O)CSc2nc3ccccc3[nH]2)c(C)n1CC1CCCO1 (stereo not drawn)	nt	66*	nt	-5	-8	-8	nt	1.4	2
FC(F)(F)c1cccc(Sc2nc(-c3ccccc3)nnc2C(F)(F)F)c1	1	-4	2	-3	2	8	23	0.9	12
O=C(Nc1ccc(Cl)cc1)c1cnc(-c2ccccc2)nc1-c1ccccc1	-2	2	3	1	-6	-2	1	0.9	-10
Cc1ccc(-c2cc(C(=O)N/N=C/C=C/c3ccco3)c3ccccc3n2)cc1C	-9	2	12	-1	-19	-9	6	0.9	19

(list continues)
SMILES	sEH act	S1P2 antag	sEH inh	S1P2 ag	Ecoli WT expand	PostGolgi yeast	Mac1 fbg inh	PLAP activator	PostGolgi ctrl
O=C(C1CCN(S(=O)(=O)Cc2ccccc2)CC1)N1CCN(c2ncccn2)CC1	0	-7	1	2	-15	12	-16	0.9	0
Cc1cccc2cc(C(c3nnnn3CC3CCCO3)N3CCOCC3)c(=O)[nH]c12 (stereo not drawn)	9	15	-12	-4	7	1	-4	1.1	5
CCCn1c(-c2ccc(F)cc2)n[nH]c1=S	nt	nt	nt	nt	5	-6	10	0.9	0
CC(Oc1ccc(Cl)cc1Cl)C(=O)N/N=C1\CCCc2ccccc21 (stereo not drawn)	-5	-4	7	-5	-2	-7	0	0.9	15
Cn1c(=O)c2c(ncn2CCN(CCO)Cc2ccccc2)n(C)c1=O	-10	3	9	-2	1	19	2	0.9	10
COc1ccc(C(=O)Oc2c(CN3CCOCC3)cc(Cl)c3cccnc23)cc1OC	4	16	-5	-8	nt	nt	nt	nt	nt
N#Cc1cc(-c2ccc(Cl)cc2)cnc1Sc1ccc(F)cc1	nt	1	nt	-2	-7	-1	nt	0.9	5
CCCCCc1c(O)c2ccccc2[nH]c1=O	5	18	-7	-10	2	-7	0	1	20
CCOC(=O)C1CCCN(CCC(=O)Nc2ccc3c(c2)CCC3)C1 (stereo not drawn)	-4	10	5	-6	2	1	6	1.4	1
COc1cccc(NC(=O)CN(c2cccc(C(F)(F)F)c2)S(C)(=O)=O)c1	nt	nt	nt	nt	9	1	6	1.1	8
Cc1cc(C)n(-c2nc(SCCN(C)C)c3c4c(sc3n2)COC(C)(C)C4)n1	-3	-24	7	-3	17	-8	33	1.5	3
CCOc1ccccc1N1Cc2ccccc2C1	-4	-3	6	-10	-1	14	-3	1.3	20
O=C(c1noc2c1CCCC2)N1CCN(c2ccc(F)cc2)CC1	nt	0	nt	-3	0	4	-8	0.9	34*
CN1CCN(C(=O)c2cc(Cl)ccc2Cl)CC1	6	16	-6	-3	4	0	-2	0.8	31*
COc1cccc(-n2ccnc2SCC(=O)Nc2nccs2)c1	-11	3	12	-11	-12	-5	nt	1.2	8
CCOC(=O)C(CC)(CC)/C(C)=N/NC(=O)CC#N	-4	-14	2	-10	-5	5	-44	1.3	2
CC(NC(=O)c1ccc(N(C)C)cc1)C1CC2CCC1C2 (stereo not drawn)	2	-2	0	-5	-11	-5	0	1	3
O=C(CN(Cc1ccccc1F)S(=O)(=O)c1ccc(Cl)cc1)NCCC1=CCCCC1	5	4	-5	-3	-16	0	-4	0.9	4
CCOC(=O)c1c(C)n(C)c2cc(Br)c(C(=O)OC)cc12	-11	-23	9	-12	-1	5	-10	1	19
Brc1ccccc1-c1nnc(CSc2nnnn2-c2ccccc2)o1	-15	-7	13	-3	-20	3	-6	2.1*	28
Cc1nn(Cc2c(Cl)cccc2Cl)c(C)c1NC(=O)c1cn(-c2ccccc2)nc1-c1ccccc1	3	10	-4	-7	-9	6	5	1	3
Cc1ccc(C)c(S(=O)(=O)N2CCC(c3nc4c(nnn4Cc4ccc(F)cc4)c(=O)[nH]3)CC2)c1	9	8	-7	-10	-1	0	nt	1.3	-2
CCn1c(=O)n(CC(=O)Nc2cc(OC)c(OC)c(OC)c2)c(=O)c2ccccc21	9	-7	-6	-2	-5	-5	-10	1.1	5
CC(C)Cn1c(N)c(C(=O)COC(=O)c2ccncc2)c(=O)n(C)c1=O	2	-13	-2	-3	4	1	nt	1.2	2
CSc1nnc(-c2ccco2)c(-c2ccco2)n1	8	4	-8	-4	-13	18	-19	1.2	5
CC(C)CN1C(=O)c2ccc(NC(=O)c3ccccc3F)cc2C1=O	6	-32	-8	0	-5	-9	-12	1	33*
Cc1ccc2[nH]c(=O)c(CN(Cc3cccnc3)Cc3nnnn3CCN3CCOCC3)cc2c1	10	6	-11	-4	-10	3	-19	1.6	12
Cc1nc2c(ccc3nc(NC(=O)c4ccc(S(=O)(=O)N(C)C)cc4)sc32)s1	3	1	-4	-7	-11	-4	-6	1	15
O=c1[nH]c(N2CCc3ccccc3C2)nc2c1CCC2	-9	19	10	-5	3	-5	2	1.1	17
CCN1CCN(Cc2ccc(NC(=O)Nc3ccc(SC)cc3)cc2)CC1	-45	7	46	-4	6	1	nt	1.5	7
CNc1ccc(Br)cc(C(=O)/C=C/c2cccc(OC)c2)c1=O	-9	-9	9	-5	nt	nt	nt	nt	nt
CC1CC(=O)N(CC(=O)NCc2ccco2)c2ccccc2S1 (stereo not drawn)	nt	nt	nt	nt	-7	-2	-9	1.2	6
CCOC(=O)c1cccc(NC(=O)Cn2c(CC(=O)N3CCCC3)nc3ccccc32)c1	-23	-5	22	-3	-4	0	-3	1.1	9
Cc1ccc(S(=O)(=O)N(C)CCCC(=O)N2CCN(C=O)CC2)cc1	9	2	-6	-1	1	-1	10	1.4	2
CC(=O)c1ccc(N2CCN(C(=O)c3ccc(OCc4c(C)noc4C)cc3)CC2)cc1	nt	-9	nt	-1	-14	5	0	0.9	5
CCC(CC)=N/N=C/c1c(O)n(CC)c2cc(C3=NNC(=O)CC3)ccc12	-6	-17	6	-5	nt	nt	nt	nt	nt
CC1CCN(C(=O)c2ccc(C(=O)N3CCC(C)CC3)cc2)CC1	-3	2	8	-7	nt	nt	nt	nt	nt
O=C1CSC(c2ccccc2F)N1c1cc(Cl)ccc1O (stereo not drawn)	-3	8	2	-4	5	1	13	1.2	13
Cc1cc(C)c2c(-n3cccc3)c(NC(=O)OCc3ccccc3)sc2n1	7	-11	-9	-3	-12	-5	-4	1	14
CCc1ccc(C(=O)COC(=O)CNC(=O)CNC(=O)Cc2ccccc2)cc1	14	18	-14	-1	-4	5	-8	1.1	6
CCOC(=O)N/N=C(/C)c1ccc([N+](=O)[O-])o1	-3	5	6	-5	51*	-3	nt	1	2
Cc1noc(C)c1COC(=O)c1cccc(S(=O)(=O)N2c3ccccc3CC2C)c1 (stereo not drawn)	-14	3	15	-6	-15	2	81	1	30
COc1ccc(CCN2C(=O)CC(C(N)=O)SC2=Nc2ccccc2)cc1OC (stereo not drawn)	-10	-4	9	-2	-2	19	-23	1.5	5
COc1cc(/C=N/NC(=O)/C(=C\c2ccc([N+](=O)[O-])cc2)NC(=O)c2ccccc2)cc(OC)c1O	3	13	-7	-5	-5	5	-5	0.8	-3
CCOC(=O)N1CCN(C(=O)CSc2ncccn2)CC1	-4	0	6	-7	-5	6	nt	0.9	4
COc1ccccc1NC(=O)COc1cc(C)nc(C(C)C)n1	0	2	-1	-8	-11	10	-3	0.9	38*
CCOc1ccc(C2c3cc(OC)c(OC)cc3CC(=O)N2c2ccccc2)cc1 (stereo not drawn)	-3	-1	6	-8	2	-10	6	1.3	10
Clc1cccc(Oc2ncc(CN3CCOCC3)s2)c1	6	1	-7	1	11	3	nt	0.9	10
Cc1ccc(N2C(=O)C3C4C=CC(C4)C3C2=O)cc1 (stereo not drawn)	1	25	-1	-6	5	-2	2	1.1	1
CCOc1ccccc1OCCn1ncc2ccc(OC)c(OC)c2c1=O	17	-10	-14	-4	2	-2	-4	1	5
CNC(=O)CN(c1cccc(Br)c1)S(C)(=O)=O	-5	3	10	-2	-12	-1	19	1	16
Cc1sc(-c2ccccn2)nc1OC(=O)c1ccc(Cl)cc1	9	4	-10	-4	3	29	-2	0.9	6
COc1cccc(C(=O)CSc2nnc(CNS(=O)(=O)c3ccc(C)cc3)n2C)c1	12	11	-12	-5	-4	-32	8	1.4	5
COc1ccc(CC(=O)Nc2cc(Cl)ccc2O)cc1	2	-9	1	-3	9	-2	4	0.9	9
CCCCn1c(CNC(=O)c2cccs2)nc2ccccc21	-3	-7	6	-9	7	-3	nt	nt	4
CCn1c(-c2cccnc2)n[nH]c1=S	-10	13	13	-1	1	-7	nt	0.8	4
N#CC1=C(N)NC(SCC(=O)c2ccc(Cl)cc2)=C(C#N)C12CCCC2	-17	-18	19	0	-1	-2	64*	1.1	21
Cc1ccn2cc(CCNC(=O)C3CCCCC3)nc2c1	24	7	-25	-8	10	2	4	0.9	8
Cc1cc(C)c2nc(N3CCC(C(=O)N4CCN(C(=O)c5ccco5)CC4)CC3)sc2c1	12	-19	-13	-2	-9	-2	5	1.6	9
COc1cccc(N2C(=O)CC(Nc3ccc(N4CCOCC4)cc3)C2=O)c1 (stereo not drawn)	-8	3	5	-6	4	-6	-9	1	4
Cc1cc(C)c(O)c(-c2cc(C(=O)Nc3ccc(S(=O)(=O)N4CCOCC4)cc3)[nH]n2)c1	-12	4	14	-11	-10	0	9	1.8	4
Cc1ccc(S(=O)(=O)N2CCC(O)(c3cccnc3)CC2)cc1	-6	10	5	3	-1	0	-39	1.3	23
O=C(Nc1ccncc1)c1c(F)cccc1F	2	44	-4	-6	-6	1	2	0.9	10
